Compound activity (PubChem BioAssay)
697 NFkB inh: inhibitors of PMA/ionomycin-induced NF-kB reporter, 697 cells, primary screen, B-cell NF-kB inhibitor project, cell-based, luminescence, uHTS. 697 B-cell NF-kB luciferase reporter, 16 h. inhibition, % at 4 µM. 330,000 tested, 0.33% active; in the data active = inhibition above about 35%
Jurkat NFkB inh: inhibitors of induced NF-kB luciferase reporter, primary screen, TCR NF-kB activation inhibitor project, cell-based, luminescence, uHTS | Jurkat, PMA/ionomycin-induced NF-kB luciferase reporter | inhibition, % at 4 µM | 330,000 tested, 0.53% active; in the data active = inhibition above about 50%
APJ antag: antagonists of human apelin receptor APJ, primary screen, CHO-K1 cells, beta-arrestin complementation, luminescence. inhibition, % at 20 µM. 330,000 tested, 0.32% active;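 active = inhibition above about 40% at 20 µM, limit read from the data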;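 also: cells challenged with 10 nM apelin-13 agonist together with compound; plate controls were apelin-13 plus DMSO wells for no effect and DMSO wells lacking apelin-13 for full effect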
APJ agonist: agonists of human apelin receptor APJ, primary screen, CHO-K1 cells, PathHunter beta-arrestin, luminescence; 0% DMSO wells, 100% apelin; 330,000 tested, 0.11% active; P35414; activation, % at 20 µM;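 active = activation more than six SD over the plate average, tested at 20 µM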;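 also: 0% = DMSO alone and 100% = apelin-13 at 10 nM; some results filed as inactive read as strong as hits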
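Test system: CHO-K1 APJ beta-arrestin complementation cell line. Amount: cell density 1000 per well. Controls: DMSO negative, 10 nM Apelin-13 positive. Signal: luminescent beta-gal fragment complementation, chemiluminescent substrate. Read-out basis: agonist-driven arrestin binding to APJ. Timing: compound stimulation 90 min at 25 °C, detection 60 min.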
UPR XBP1 act: activators of adaptive XBP1 UPR arm, primary screen, cell-based, CHO-XBP1 luciferase reporter, luminescence, uHTS; IRE1-XBP1 UPR activation; percent of tunicamycin response, DMSO as zero; activation, % at 20 µM; 330,000 tested, 0.33% active; AID 463104, 2010;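 active = versus positive control, 20 µM dose yields 30% or more activation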;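 also: 100% = tunicamycin at 10 µg/mL and 0% = DMSO only wells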
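incubation = overnight seeding at 37 °C, 6 h compound treatment at 37 °C | assay system = CHO-XBP1 cells stably carrying IRE1-XBP1-driven luciferase reporter | input = 1000 cells per well | detection = luciferase luminescence | dosing = single point, 20 µM final compound, 1% DMSO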
tim23-1 inh: growth inhibitors of tim23-1 mutant yeast, primary screen, luminescence, uHTS; S. cerevisiae tim23-1 growth, BacTiter-Glo luminescence, 24 h; 330,000 tested, 1.3% active; inhibition, % at 20 µM;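 active = growth inhibition of the mutant yeast at or above 50%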;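 also: temperature-sensitive mutant grown at 25 °C; plate controls were DMSO-treated mutant yeast for no effect and medium wells lacking yeast for full effect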
UPR CHOP act: activators of apoptotic CHOP UPR arm, primary screen, cell-based, CHO-CHOP luciferase reporter, luminescence, uHTS. UPR activation; percent of tunicamycin response over DMSO baseline. 330,000 tested, 0.34% active. activation, % at 10 µM;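 active = at 10 µM dose, activation of 40% or more, normalized to positive control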;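 also: 100% = tunicamycin at 10 µg/mL and 0% = DMSO alone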
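measured by = luciferase luminescence | assay system = CHO-CHOP cells, stable luciferase reporter of PERK-eIF2a-CHOP signalling | amount = 500 reporter cells seeded per well | timing = 6 h compound exposure at 37 °C after overnight seeding | controls = positive tunicamycin 10 µg/mL, negative DMSO alone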
Mdm2 MdmX PPI: inhibitors of human Mdm2-MdmX association, primary screen, cell-based, luminescence, split luciferase, SaOS-2, uHTS | Protein Mdm4 (Homo sapiens) + E3 ubiquitin-protein ligase Mdm2 (Homo sapiens), … | SaOS-2 split-luciferase Mdm2/MdmX complementation | inhibition, % at 8 µM | 330,000 tested, 3% active;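 active = inhibition of at least 50% at 8 µM in the primary screen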
Target sequence (O15151 whole entry, looked up): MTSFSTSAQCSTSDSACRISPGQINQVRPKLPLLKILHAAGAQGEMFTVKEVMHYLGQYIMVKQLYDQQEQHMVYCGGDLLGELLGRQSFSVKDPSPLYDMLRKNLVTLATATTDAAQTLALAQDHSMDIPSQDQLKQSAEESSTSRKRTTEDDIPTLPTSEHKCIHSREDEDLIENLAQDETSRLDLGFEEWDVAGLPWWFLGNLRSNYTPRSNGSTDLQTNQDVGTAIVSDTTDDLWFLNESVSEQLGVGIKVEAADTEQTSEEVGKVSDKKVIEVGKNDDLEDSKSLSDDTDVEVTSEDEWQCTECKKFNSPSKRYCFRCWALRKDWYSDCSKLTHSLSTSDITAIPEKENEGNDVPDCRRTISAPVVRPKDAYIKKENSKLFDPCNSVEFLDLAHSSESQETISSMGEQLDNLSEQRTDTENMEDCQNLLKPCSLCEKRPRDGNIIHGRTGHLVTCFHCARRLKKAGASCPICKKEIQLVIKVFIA
Target sequence (Q00987 whole entry, looked up): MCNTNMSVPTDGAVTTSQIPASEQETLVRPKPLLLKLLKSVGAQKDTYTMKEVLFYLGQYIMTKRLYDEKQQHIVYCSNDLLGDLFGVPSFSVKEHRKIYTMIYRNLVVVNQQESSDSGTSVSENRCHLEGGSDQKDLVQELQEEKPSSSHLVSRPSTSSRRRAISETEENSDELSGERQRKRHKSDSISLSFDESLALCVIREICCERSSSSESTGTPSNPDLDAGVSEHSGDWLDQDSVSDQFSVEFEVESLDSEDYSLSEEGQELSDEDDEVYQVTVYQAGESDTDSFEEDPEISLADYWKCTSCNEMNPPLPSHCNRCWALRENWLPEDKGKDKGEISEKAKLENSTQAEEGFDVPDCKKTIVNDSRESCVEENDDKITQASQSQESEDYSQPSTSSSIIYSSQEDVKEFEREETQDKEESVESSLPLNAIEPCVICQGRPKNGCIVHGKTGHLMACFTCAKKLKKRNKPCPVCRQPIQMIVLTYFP
* = called active by the depositor; . = not tested or not shown. Compounds as they come. Share with any hit: about 5%.

structure	APJ antag	UPR CHOP act	tim23-1 inh	697 NFkB inh	Mdm2 MdmX PPI	APJ agonist	UPR XBP1 act	Jurkat NFkB inh
COc1cc(C(O)P(=O)(OCC(C)C)OCC(C)C)cc(OC)c1OC (stereo not drawn)	-1	-0.1	0	7	-3	-4	0	-18
Cc1[nH]n(-c2ccccc2)c(=O)c1Sc1ccc(Cl)cc1	10	-1.6	21	26	1	1	-2	-4
COCC(C)N1CCC(Oc2cccc(C(=O)NCCc3ccccc3)c2)CC1 (stereo not drawn)	9	1.1	-5	-37	-6	-2	-4	-79
CC1CCc2c(nc3ncnn3c2NCCc2ccccc2F)C1 (stereo not drawn)	-9	0.5	-29	-40	25	0	-5	3
Cc1cccc(C(=O)O/N=C/c2c(Cl)n(C)c3ccccc23)c1	-1	2.5	13	-4	15	0	0	-9
O=C1C(=O)N(Cc2cccs2)c2ccccc21	16	-0.4	5	-7	13	0	-6	-4
Cc1ccc(NC2c3ncccc3C(=O)N2Cc2cccs2)cc1 (stereo not drawn)	-6	-2.4	10	-7	13	-3	1	-18
CCOc1ccc(NS(=O)(=O)c2ccc(NC(=S)NC(=O)C(C)C)cc2)cc1	19	2.4	27	11	17	-3	-4	5
COc1ccc(N(C)C(=O)Cc2c(C(=O)O)n(C)c3ccccc23)cc1	17	-0.9	8	9	27	-3	-1	1
c1ccc(-c2ccccc2OCCN2CCCC2)cc1	-4	2.1	-1	11	6	-3	-1	-20
Cn1c(=O)c2cc(S(=O)(=O)NCCC(=O)NCCc3ccc(Cl)cc3)ccc2n(C)c1=O	14	-0.6	6	1	1	-3	-1	0
CC(NC(=O)c1cccnc1)C(c1ccccc1)N1CCN(C)CC1 (stereo not drawn)	10	1.2	2	3	29	-5	-2	-8
COC(CC(=O)NNC(=S)Nc1ccc(Cl)cc1)OC	12	0.0	8	8	11	-4	2	-5
Cc1ccc(-c2csc3ncnc(-n4nc(C)cc4N)c23)cc1	7	-0.6	7	4	2	1	-3	0
O=C(c1cnn(C(=O)c2ccco2)c1)c1cc(Cl)cc(Cl)c1O	9	-0.8	31	-1	2	-3	1	-6
CC(NC(=O)CN(C)S(=O)(=O)c1cnc[nH]1)c1ccccc1 (stereo not drawn)	5	-0.6	3	16	-2	2	1	4
Cc1ccc(NC2=CC(=O)C(=O)c3ccccc32)c(C)c1	-82	35	-7	1	43	-1	3	1
NC(=O)CN1C(=O)C(O)(CC(=O)/C=C\c2ccc3c(c2)OCO3)c2ccccc21 (stereo not drawn)	1	-1.9	-3	-8	6	-2	-3	7
COc1ccc(C2Nc3ccccc3NC3=C2C(=O)CC(C)(C)C3)c(OC)c1OC (stereo not drawn)	17	-0.9	13	14	-8	-4	-2	-3
Cc1sc(NC(=O)CSc2nnnn2C)c(C#N)c1C	-13	-2.3	2	2	9	-1	5	-10
COC(=O)c1ccccc1N1C(=O)[C@@H]2C(c3ccc(Br)cc3)=NO[C@@H]2C1=O	1	-1.4	4	18	20	-3	0	5
CCN1CCN(C(=O)C(=O)c2cn(CC(=O)N(CC)CC)c3ccccc23)CC1	7	-0.5	-2	-17	14	3	-1	-8
CCN1C(=O)[C@H]2[C@H]3CN=C(SCc4ccc(C(=O)OC)cc4)N3[C@@](CC)(C(=O)OC)[C@H]2C1=O	.	2.0	34	-5	11	.	2	.
COc1ccccc1S(=O)(=O)Nc1cc(C)nn1-c1ccc(C)cc1	-3	0.2	27	-3	24	-4	-1	-2
Oc1ccc(-c2nc(=S)[nH][nH]2)cc1	-14	0.0	-8	-4	18	1	-2	-8
CC1CCN(C(=O)CC(NC(=O)c2ccccc2Cl)c2ccccc2)CC1 (stereo not drawn)	1	-0.5	11	7	0	-5	-1	6
N#Cc1ccsc1NC(=O)C1CCN(S(=O)(=O)c2cccs2)CC1	8	0.1	15	-9	2	-1	-1	3
COc1ccc(CN2CCN(C(=O)c3ccc(-c4ccccc4)cc3)CC2)c(OC)c1OC	-10	-0.1	17	5	-2	-1	-2	10
CC1(C)CN(c2cccc(Br)c2)C1=O	10	-0.6	4	6	-42	1	1	4
O=C1NC(Cc2ccccc2)c2nc3ccccc3c(=O)n2-c2ccc(Cl)cc21 (stereo not drawn)	7	1.4	15	16	-11	-1	1	14
Cc1ccc(C)c(N(C)S(=O)(=O)c2ccc3c(c2)oc(=O)n3C)c1	1	-1.6	17	11	10	-5	0	-6
O=C(c1ccc(N2CCN(CCO)CC2)nc1)N1CCOCC1	8	-0.7	15	-7	-6	-4	0	-11
Cc1csc(NC(=O)CCCSc2nc3ccccc3s2)n1	14	-0.5	46	0	18	-1	0	18
CC(OC(=O)Cc1ccc(Br)cc1)C(=O)NC1CCCC1 (stereo not drawn)	-3	-0.9	-9	1	23	-6	0	10
O=C(NCC(c1ccco1)N1CCCC1)c1ccc(S(=O)(=O)Nc2ccccc2F)cc1 (stereo not drawn)	14	0.9	6	-11	20	-3	1	7
O=C(CCn1c(=S)[nH]c2ccccc2c1=O)Nc1ccc(F)cc1	0	2.8	10	4	35	0	5	-7
CCOC(=O)c1c(C)n(C)c2ccc(OCC(O)CNCCc3ccccc3)cc12 (stereo not drawn)	-9	0.4	-2	-41	21	-3	-3	-30
O=C(COC(=O)/C=C/c1cn(-c2ccccc2)nc1-c1ccc2c(c1)OCCO2)NC1CCS(=O)(=O)C1 (stereo not drawn)	-7	1.7	17	-48	17	7	6	-20
CCOC(=O)c1cccc(NC(=O)CCc2ccccc2)c1	-15	1.8	61*	-2	-13	3	-1	-14
COC(=O)Cc1ccc(NC(=S)NCCCN2CCOCC2)cc1	13	2.2	4	-55	-29	0	-1	-18
CCOCCCNC(=O)NC(=O)CN1CCN(S(=O)(=O)c2ccc3c(c2)OCCO3)CC1	-2	-0.8	5	15	-1	-6	-1	9
CCCNS(=O)(=O)c1ccc(CCC(=O)N2CCN(c3ccc(F)cc3)CC2)cc1	-4	1.5	17	-9	6	1	-2	22
CC(=O)c1ccc(NC(=O)Nc2ccccc2)cc1	-7	4.1	-5	-161	-72	3	1	-112
CCCCN1CC(=O)N2[C@H]3c4ccc(OC)cc4OC[C@@H]3[C@H](C(=O)OCC)[C@]2(C)C1=O	3	0.1	12	-3	3	-2	0	-17
CCn1c(SCc2cccc(C(=O)O)c2)nnc1-c1ccccc1	19	-1.5	13	16	13	-1	-4	2
O=C(CN1CCCC1)Nc1ccc(OC(F)(F)F)cc1	-15	2.2	14	-48	-13	5	0	-45
Cc1cc(C)c(S(=O)(=O)Nc2ccc3c4c(cccc24)CC3)c(C)c1	13	0.3	-12	-68	75*	-1	30*	58*
C#CCn1c(=O)c2c(ncn2C)n(C)c1=O	-3	-1.9	-12	23	16	-7	-6	-2

Pulled one by one from above (two):
structure	APJ antag	UPR CHOP act	tim23-1 inh	697 NFkB inh	Mdm2 MdmX PPI	APJ agonist	UPR XBP1 act	Jurkat NFkB inh
CCOC(=O)c1c(C)n(C)c2ccc(OCC(O)CNCCc3ccccc3)cc12 (stereo not drawn)	-9	0.4	-2	-41	21	-3	-3	-30
CCCNS(=O)(=O)c1ccc(CCC(=O)N2CCN(c3ccc(F)cc3)CC2)cc1	-4	1.5	17	-9	6	1	-2	22

More results:
structure	APJ antag	UPR CHOP act	tim23-1 inh	697 NFkB inh	Mdm2 MdmX PPI	APJ agonist	UPR XBP1 act	Jurkat NFkB inh
CCOc1ccc(NC(=O)CCN2CCN(S(=O)(=O)c3ccc(F)cc3)CC2)cc1	-9	-1.0	14	-46	-9	2	-3	-4
Cc1ccc(N(CC(=O)NC(C)(C)C)C(=O)CNC(=O)c2cccs2)cc1	-5	-2.0	13	18	22	-1	-2	5
Cc1ccc(-c2nc3c(Cl)cc(Cl)cc3c(=O)n2O)cc1	7	0.1	54*	-4	33	1	-4	-7
Cc1cccc(N2CCN(C(=O)c3ccnn3C)CC2)c1C	-23	1.9	9	14	12	-3	-2	22
O=C(c1ccc(F)cc1)N1CCN(c2ccc([N+](=O)[O-])cc2-n2cccc2)CC1	7	3.2	29	4	-5	-2	-1	1
CCOC(=O)C1CCCN(Cc2ccccc2C)C1 (stereo not drawn)	1	0.4	-11	5	-7	-1	3	-7
CC(C)OCC(O)Cn1c(N2CCCC2)nc2c1c(=O)[nH]c(=O)n2C (stereo not drawn)	5	-0.8	10	16	9	-3	-2	11
CC1CN(S(=O)(=O)c2ccc(C(=O)Nc3ccccc3F)cc2)CC(C)O1 (stereo not drawn)	-4	-1.9	12	4	15	-5	0	13
Cc1cc(NC(=O)CCSc2ccccc2)no1	12	1.9	7	20	17	-4	-1	5
COc1ccc(-c2cc(C(=O)N3CCOCC3)c3ccccc3n2)cc1OC	7	1.8	20	10	19	6	-2	-2
COc1ccccc1NC(=O)c1ccc(S(=O)(=O)N(C)c2ccccc2)cc1	-1	-0.8	35	6	23	0	-4	2
CCOCc1[nH]c(=S)[nH]c(=O)c1Cc1ccc(OC(C)C)cc1	-13	1.3	15	-17	-7	-3	-6	0
CC(=O)Nc1ccc(OC(=O)c2cc3cc(Br)ccc3oc2=O)cc1	5	-1.9	-19	6	11	2	0	3
CCOC(=O)C1CCN(C(=O)Nc2ccc3oc(C)nc3c2)CC1	-4	-3.5	-4	20	-16	3	-1	-5
COc1ccccc1CN1C(=O)c2ccccc2C1C(=O)NC1CCC(C)CC1 (stereo not drawn)	-2	2.2	20	17	14	-2	1	-5
CCC(=O)c1ccc(OCC(O)Cn2nc(C)cc2C)cc1 (stereo not drawn)	20	0.0	19	-3	-2	-3	-7	5
Cc1nn(C)c(C(=O)N/N=C/c2ccccn2)c1[N+](=O)[O-]	5	0.0	3	14	29	0	0	9
O=C(Cc1ccsc1)Nc1ccc2c(c1)OCO2	5	2.3	1	-9	-8	-3	2	-23
O=C(CCSc1nnc(-c2ccco2)o1)Nc1ccccc1	0	-2.6	-8	12	-5	-3	-1	3
O=C(O)CCn1c(SCCOc2ccccc2F)nc2ccccc21	6	-0.7	3	-31	2	1	-2	-4
Cc1ccc(-n2ncc3c2CCCC3NC(=O)CCCN2CCCCC2=O)cc1C (stereo not drawn)	7	2.9	14	20	-4	13	-1	5
O=C(CSCc1ccccc1Br)NC1CC1	5	0.2	14	17	12	1	-2	8
CCN(CC(=O)Nc1ccc(C(C)=O)cc1)CC(=O)Nc1ccccc1C(F)(F)F	-17	-0.5	3	10	13	-4	-1	7
CC(=O)CCN1C(=O)NC2(CCCc3ccccc32)C1=O (stereo not drawn)	15	1.1	-1	12	22	-5	-2	9
CCOc1cc(/C=N/NC(=O)c2ccncc2)ccc1OC(=O)c1ccccc1	-28	-0.4	0	2	-6	6	1	-6
CN(CCCn1c(=S)[nH]c2ncccc2c1=O)Cc1ccccc1	7	-1.0	1	-11	10	-8	0	-9

A few values from the results shown:
Jurkat NFkB inh, CCOc1cc(/C=N/NC(=O)c2ccncc2)ccc1OC(=O)c1ccccc1 is entered as -6
Jurkat NFkB inh, CC(=O)Nc1ccc(OC(=O)c2cc3cc(Br)ccc3oc2=O)cc1 is entered as 3
Jurkat NFkB inh, COc1ccccc1CN1C(=O)c2ccccc2C1C(=O)NC1CCC(C)CC1 (stereo not drawn) is entered as -5
